Bioassay records deposited in PubChem by several laboratories.
human PMI inhibitors – human PMI inhibitors, high substrate, primary screen, biochemical, fluorescence intensity, high mannose 6-phosphate (AID 1220) | recombinant PMI enzyme, coupled fluorescence intensity; higher % means a stronger effect | inhibition, % at 20 µM, or IC50 in µM where a hit was titrated | 190,000 tested, 0.66% active
RSV CPE inhibition – inhibition of RSV-induced cytopathic effect – HEp-2 cells, primary 10 µM value included (AID 2391); CPE inhibition, % at 10 µM, or IC50 in µM where a hit was titrated; HEp-2 cells, RSV-induced CPE inhibition; higher % means a stronger effect; 310,000 tested, 0.13% active; in the data active means a potency from the dose series; inconclusive means CPE inhibition mostly from about 23% at the one dose, without a potency; inactive means the rest, 99 in 100 with CPE inhibition below about 21%; further: strong numbers were not always called active
PhoP inhibition – PhoP-dependent GFP reporter repression – Salmonella Typhimurium, primary screen (AID 1863); S. Typhimurium PhoP-regulated promoter GFP reporter, 4 h; higher % means a stronger effect; inhibition, % at 50 µM, or IC50 in µM where a hit was titrated; 300,000 tested, 0.16% active;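 active means inhibition over 29.93%, a cutoff 3 SD above the screen mean, later confirmed by dose response; inconclusive means inhibition over 29.93% but no dose response follow-up; inactive means inhibition at most 29.93% or unconfirmed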;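 further: 0% = low Mg2+ inducing control and 100% = high Mg2+ repressing control; strong numbers were not always called active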
SV40 large T antigen – SV40 large T antigen inhibitors, biochemical (AID 1903); SV40 large T antigen ATPase/helicase inhibition assay; higher % means a stronger effect; inhibition, % at 20 µM; hits with a dose series show IC50 in µM; 310,000 tested, 0.39% active; in the data active means a potency from the dose series; inconclusive means inhibition mostly from about 32% at the one dose, without a potency; inactive means the rest, 99 in 100 with inhibition below about 32%; further: strong numbers were not always called active
ER stress rescue – rescue of cells from ER stress-induced death, primary screen, 384-well, CSM14.1, thapsigargin, ATP luminescence (AID 1222) | cellular ATP content (survival), % at 20 µM; hits with a dose series show EC50 in µM | 190,000 tested, under 10 active | CSM14.1 thapsigargin-induced death rescue, ATP luminescence; higher % means a stronger effect;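 active means EC50 below 50 µM in the dose-response confirmation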;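 further: death triggered by thapsigargin at about 15 µM added after 2 h compound pretreatment; cell ATP read after overnight thapsigargin exposure of roughly 18 to 22 hours; normalized against plate controls of thapsigargin alone and 5% DMSO vehicle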
TNAP activation fold – human TNAP enzyme activators, primary screen, biochemical, luminescent, no phosphate acceptor, uHTS (AID 1001) | purified TNAP, luminescent activation assay, no phosphate acceptor; higher activation fold means a stronger effect | one-dose activation fold at 20 µM; EC50 in µM for titrated hits | 200,000 tested, 0.03% active; in the data active means activation fold from about 3, or a potency from the dose series; inactive means the rest, 99 in 100 with activation fold below about 1.6; further: many of its hits are not listed in these tables
Ins promoter up – MIN6 insulin promoter up-regulation; 190,000 tested, 0.3% active; z-score at 5 µM; MIN6 insulin promoter-GFP reporter, high-content imaging; stronger effect = higher value; AID 1625;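 active means z-score above 3 at 5 µM with at least 500 cells counted in the well; inconclusive means wells under 500 cells, flagged as cytotoxic or low count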
PMI inhibitors – inhibitors of human PMI, primary screen, biochemical, fluorescence intensity, coupled assay (AID 1209); purified PMI enzyme, coupled fluorescence intensity; higher % means a stronger effect; one-dose inhibition, % at 20 µM; IC50 in µM for titrated hits; 190,000 tested, 0.42% active;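 further: plate controls were DMSO vehicle for no effect and wells lacking substrate for full effect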
West Nile virus CPE – West Nile virus antiviral activity, cell-based, CPE readout (AID 1621) | West Nile virus-infected cells, CPE inhibition; higher % means a stronger effect | CPE inhibition, % at 10 µM, or IC50 in µM where a hit was titrated | 290,000 tested, 0.02% active; in the data active means a potency from the dose series; inconclusive means CPE inhibition mostly from about 3.7% at the one dose, without a potency; inactive means the rest, 99 in 100 with CPE inhibition below about 2.2%; further: strong numbers were not always called active
Ins promoter up cell count – second read-out of Ins promoter up, no call of its own (marks repeat the call); cell count; measured here: cytotoxicity, nuclei count;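 total cells summed across four imaged fields per well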
* marks the source's active call; other numbers are inactive results; ? = inconclusive; / = no result given; & = joins results of further samples. Unless noted, no stated cut-off is given here; in the data, active means inhibition above about 50%; inactive means the rest.

SMILES	human PMI inhibitors	RSV CPE inhibition	PhoP inhibition	SV40 large T antigen	ER stress rescue	TNAP activation fold	Ins promoter up	Ins promoter up cell count	PMI inhibitors	West Nile virus CPE
COc1ccc(S(=O)(=O)NCCSCc2ccccc2C)cc1Br	24%	21%	9%	1%	-1.9%	1.1	0.16	1607	28%	0.6%
COC(=O)c1c(C)[nH]c(C(=O)/C=C/c2ccccc2)c1C	2%	1.0%	-12%	1%	-3.5%	1	0.09	1378	13%	-1.2%
COC(=O)c1ccc(-n2c(C)cc(-c3csc(NC(=O)c4ccc(S(=O)(=O)N(C)C)cc4)n3)c2C)cc1	5%	6.0%	6%	10%	4.6%	1.1	/	/	11%	2.5%
CC(C(=O)NC1CCCC1)N(C(=O)Cn1nnc(-c2ccc(F)cc2)n1)c1ccccc1F (centres undefined)	/	-0.9%	4%	-3%	/	/	/	/	/	-0.1%
COc1ccc(C(C)=O)cc1CSc1nc2ccccc2c(=O)n1-c1cccc(C)c1	1%	2.3%	-18%	1%	-2.2%	1.2	-0.59	1377	12%	2.7%
CN(c1ccc(OCC(=O)OCC(=O)Nc2ccccc2F)cc1)S(=O)(=O)c1cccs1	7%	1.9%	-8%	14%	0.6%	1.2	0.13	1275	2%	0.1%
Cc1ccc(C(=O)NC(N(C)C)C(Cl)(Cl)Cl)cc1 (centres undefined)	-1%	1.7%	-3%	10%	-1.8%	1	0.19	1316	-6%	0.0%
Cc1ccc(C(=O)OCc2cn(-c3ccccc3)nn2)cc1	8%	-1.1%	6%	-7%	-0.5%	1.1	-0.63	1235	2%	1.0%
Cc1cc(C)c(S(=O)(=O)c2cccc(C)c2C)c(=O)[nH]1	/	13%	16%	11%	/	/	/	/	/	-0.2%
O=C(NNC(=O)c1cc2cc3ccccc3nc2s1)c1cccc(Cl)c1	2%	1.3%	7%	0%	-2.2%	1.1	/	/	1%	?

Of the compounds above, 2 have four or more nitrogen atoms:
SMILES	human PMI inhibitors	RSV CPE inhibition	PhoP inhibition	SV40 large T antigen	ER stress rescue	TNAP activation fold	Ins promoter up	Ins promoter up cell count	PMI inhibitors	West Nile virus CPE
COC(=O)c1ccc(-n2c(C)cc(-c3csc(NC(=O)c4ccc(S(=O)(=O)N(C)C)cc4)n3)c2C)cc1	5%	6.0%	6%	10%	4.6%	1.1	/	/	11%	2.5%
CC(C(=O)NC1CCCC1)N(C(=O)Cn1nnc(-c2ccc(F)cc2)n1)c1ccccc1F (centres undefined)	/	-0.9%	4%	-3%	/	/	/	/	/	-0.1%

More records follow.
SMILES	human PMI inhibitors	RSV CPE inhibition	PhoP inhibition	SV40 large T antigen	ER stress rescue	TNAP activation fold	Ins promoter up	Ins promoter up cell count	PMI inhibitors	West Nile virus CPE
CCS(=O)(=O)c1ccc2c(c1)N(S(C)(=O)=O)CC(C(=O)NCCOC)O2 (centres undefined)	-3%	-0.3%	-3%	2%	1.0%	1.1	-0.67	1567	-2%	-0.2%
CC(C)(C)OC(=O)CNC(=O)c1[nH]cnc1C(=O)Nc1ccc(Cl)cc1	/	6.1%	1%	4%	/	/	0.29	1109	/	0.7%
CC(=O)Oc1c(-c2ccc(Br)o2)oc2ccccc2c1=O	/	2.2%	0%	14%	/	/	/	/	/	-0.4%
CCOCCCNC(=O)CN1C(=O)COc2ccc(S(=O)(=O)N3CCCCCC3)cc21	/	-0.1%	3%	-6%	/	/	/	/	/	0.3%
CSC1=NCCN1C(=O)Cc1ccc(Cl)cc1	-10%	1.3%	5%	6%	0.0%	1.2	-0.48	802	-5%	1.2%
Cc1ccc(S(=O)(=O)NN2C(=O)c3ccccc3NC2c2ccccc2O)cc1 (centres undefined)	19%	-1.2%	2%	8%	-1.4%	1	1.6	1087	17%	-0.3%
Cc1sc2nc(SCC(=O)NCCO)n(-c3ccccc3)c(=O)c2c1C	5%	1.5%	/	/	0.3%	1.1	-0.18	1549	4%	0.0%
COc1ccccc1CCNC(=O)CNC(=O)c1ccc2ccccc2c1	/	1.4%	-3%	10%	/	/	/	/	/	-0.8%
CC(C)C1=NN2C(=N)CC(=O)N=C2S1	-2%	1.4%	-17%	3%	-0.8%	1	1.8	1610	12%	0.5%
C=CCn1c(SCC(=O)c2cc(C)n(C(C)COC)c2C)nc2sc(C)c(C)c2c1=O (centres undefined)	12%	?	16%	4%	-2.5%	1.1	-2	1173	15%	-0.3%
Cn1nnnc1SCC(=O)Nc1ccccc1Br	/	2.1%	3%	24%	/	/	/	/	/	-0.3%
O=C(Nc1ccccc1F)c1ccncc1	11%	2.0%	11%	-13%	-3.9%	1.1	1.1	1277	14%	0.1%
O=C(O)c1ccc(/C=N/NC(=O)c2ccc(Br)cc2)cc1	1%	0.1%	-1%	13%	-1.9%	1.1	0.21	1301	0%	-0.4%
COCc1nnc(NC(C)=O)s1	-5%	-1.4%	/	/	1.6%	1.1	0.06	1429	0%	1.6%
C(=N\Nc1nc2ccccc2[nH]1)/c1ccc2c(c1)OCCO2	/	4.2%	-6%	18%	/	/	-0.4	1345	/	-0.3%
O=C(NCCO)/C(=C\c1cccc([N+](=O)[O-])c1)NC(=O)c1ccco1	4%	1.6%	-7%	2%	0.9%	1	0.79	1443	12%	0.2%
COc1ccc(CN2C(=O)C3C4C=CC(C4)C3C2=O)cc1 (centres undefined)	-2%	1.2%	-5%	5%	-1.0%	1.2	0.62	1410	3%	-0.1%
O=C1CC(c2ccccc2)CC(O)=C1C=NCc1ccncc1 (centres undefined)	9%	-0.7%	2%	6%	-0.1%	1.1	1.1	1377	0%	0.5%
O=C(CCn1cccn1)N1CCCC(N2CCN(c3cccc(Cl)c3)CC2)C1 (centres undefined)	/	2.9%	0%	14%	/	/	/	/	/	-0.1%
COC(=O)N/N=C/c1ccc(OS(=O)(=O)c2ccc(C)cc2)c(OC)c1	5%	2.5%	-6%	13%	1.3%	1.2	0.3	1124	7%	0.6%
COc1ccccc1N1CCN(S(=O)(=O)c2cccc3nsnc23)CC1	24%	-1.4%	10%	13%	0.2%	1.1	0.27	1717	17%	-0.6%
CCCCCCCCNC(=O)c1cnccn1	-3%	1.7%	7%	-2%	0.6%	1.1	0.17	1155	0%	0.4%
CCc1ncc(C)nc1CC	/	1.9%	0%	/	/	/	0.27	940	/	-0.2%
CCN(CC)/C(Sc1ccccc1)=C(\C(Cl)=C(Cl)Cl)[N+](=O)[O-]	-9%	2.7%	3%	-3%	0.1%	1	0.28	1046	-16%	-0.3%
O=C(c1ccc(F)cc1)c1ccc(N2CCCC2)cc1	3%	3.1%	9%	3%	1.9%	1	-0.01	922	11%	-0.1%
COC(=O)C1(C)NC(c2ccco2)C2C(=O)N(c3ccc(F)cc3)C(=O)C21 (centres undefined)	1%	2.5%	5%	10%	-1.2%	1	-0.11	1537	1%	0.5%
Nc1ccc(C(=O)O)cc1	/	1.3%&-0.6%	-6%&-5%&0%	26%&15%&4%	/	/	/	/	/	-0.5%
CCCN(CCC)S(=O)(=O)c1ccc(NC(=O)Cc2cccs2)cc1	16%	9.5%	8%	12%	3.9%	1.1	0.16	850	23%	0.5%
Cc1cc(C)c(NC(=O)CSc2nccn2C)c(C)c1	-11%	0.4%	-17%	10%	-2.0%	1.1	-0.59	1041	-7%	-0.6%
COc1ccc(CC(=O)N/N=C(/C)c2ccco2)cc1	2%	0.2%	-3%	25%	0.2%	1.1	0.65	1435	6%	-0.7%

Overlap with the part before: two entries, followed by the next part.
SMILES	human PMI inhibitors	RSV CPE inhibition	PhoP inhibition	SV40 large T antigen	ER stress rescue	TNAP activation fold	Ins promoter up	Ins promoter up cell count	PMI inhibitors	West Nile virus CPE
Cc1cc(C)c(NC(=O)CSc2nccn2C)c(C)c1	-11%	0.4%	-17%	10%	-2.0%	1.1	-0.59	1041	-7%	-0.6%
COc1ccc(CC(=O)N/N=C(/C)c2ccco2)cc1	2%	0.2%	-3%	25%	0.2%	1.1	0.65	1435	6%	-0.7%
O=C1CC(N2CCC(c3nc4ccccc4o3)CC2)C(=O)N1c1cc(Cl)cc(Cl)c1 (centres undefined)	-2%	1.9%	-10%	-3%	-0.9%	1.1	/	/	2%	-0.8%
COc1ccc(S(=O)(=O)N(CC(=O)O)c2ccc(C)cc2)cc1	1%	3.7%	-4%	4%	1.5%	1.1	-0.21	1583	4%	1.3%
COC(=O)c1ccc(CSc2nc3scc(-c4cccs4)c3c(=O)[nH]2)o1	6%	2.4%	-11%	24%	2.9%	1	-0.04	1128	0%	0.3%
CN1CCN(CC(=O)Nc2c(C(=O)C3CC3)oc3ccccc23)CC1	8%	-1.9%	20%	6%	0.0%	1	-0.62	1226	5%	0.9%
CC1=C(C(=O)OCC(C)C)C(c2cccc(F)c2)N2C(=O)C(C)SC2=N1 (centres undefined)	21%	-2.2%	7%	10%	-1.6%	1.1	0.54	1699	21%	-0.2%
CCOC(=O)C1CCCN(c2c(Nc3cccc(C)c3)c(=O)c2=O)C1 (centres undefined)	4%	0.8%	2%	5%	-0.3%	1.1	0.25	1003	-5%	0.1%
O=[N+]([O-])c1nn(-c2ccc3c(c2)OCCO3)n(O)c1=NC1CCN(Cc2ccccc2)CC1	2%	-1.1%	5%	8%	1.1%	1.1	0.19	1203	-4%	0.9%
O=C(CSc1nccc(=O)[nH]1)Nc1ccc(N2CCOCC2)c(Cl)c1	/	0.9%	5%	4%	/	/	/	/	/	-0.3%
CC1CCN(CCCCOc2ccc([N+](=O)[O-])cc2)CC1	1%	0.3%	4%	21%	-0.9%	1.1	-0.95	1346	5%	/
O=C(O)CC(C(=O)Nc1ccc(Cl)cc1Cl)C1CCCO1 (centres undefined)	-5%	0.1%	1%	8%	0.0%	1.1	-0.54	1387	1%	0.1%
Cn1ncc2c(NNC(=O)C3CCCCC3)ncnc21	-10%	-0.5%	6%	8%	-0.9%	1.3	0.43	1142	-7%	-0.2%
CCOc1ccc(-c2ccc(SCC(=O)N3CCN(c4ccccc4)CC3)nn2)cc1	-2%	1.4%	2%	11%	0.1%	1.2	-0.11	1616	5%	-0.6%
CC(=O)N1CCN(C(=O)CC2OC(=O)c3ccccc32)CC1 (centres undefined)	18%	1.5%	-3%	4%	0.7%	1.1	-0.27	967	11%	0.2%
CCNC(=O)NC(=O)C(C)Sc1nc2ccccc2n1CC(C)C (centres undefined)	2%	1.4%	-9%	6%	0.2%	0.9	-0.73	1430	-6%	-0.6%
COc1cc(/C=C/C(=O)OCC(=O)NCc2ccco2)cc(OC)c1OC	12%	-0.2%	-2%	12%	4.7%	1.1	-0.61	1387	6%	-0.1%
Cc1cc(C)c2c(CC(=O)N3CCCC3)coc2c1	/	2.1%	-1%	5%	/	/	/	/	/	-0.3%
Cc1ccc(NC(=O)c2ccc(=O)n(CC(=O)Nc3c(C)cc(C)cc3C)n2)cc1	/	3.3%	1%	-1%	/	/	/	/	/	-0.5%
C/C(=N\OCC(=O)N/N=C/c1ccccc1O)c1cccs1	-9%	0.2%	0%	0%	-0.4%	1.1	-0.11	930	1%	-0.1%
C=C(C)COc1ccc(-c2nc(N)ncc2-c2ccccc2OC)c(O)c1	/	?	-5%	7%	/	/	-0.43	1539	/	-0.7%
